EWS-Fli inh – EWS/Fli-driven NR0B1 reporter inhibitors, primary screen, A673 cells, NR0B1 luciferase, luminescence, MLPCN library | viability-normalised | inhibition, % at 12.6 µM | actives 0.67% (n = 350,000);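 active = mean inhibition of at least 50% after viability correction, with every replicate also passing that limit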;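 also: firefly luciferase signal divided by Alamar Blue viability fluorescence both relative to DMSO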
LGR2 inh – inhibitors of bursicon-induced LGR2 CRE-luciferase signal, primary screen, cell-based, HEK293, CRE-luciferase reporter, bursicon stimulation; AID 720647, 2013; Drosophila bursicon receptor LGR2 (rickets); inhibition, % at 9.99 µM; actives 0.35% (n = 380,000); bursicon-stimulated, 4 h;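 active = drop in luminescence signal, shown as inhibition above about 50% in the replicate tests, limit read from the data, passing the limit was not always enough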;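 also: agonist challenge used bursicon conditioned medium at about half maximal strength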
PGC1a acetyl inh – inhibitors of PGC1a acetylation signal, primary screen, cell-based, U2OS, AlphaScreen, inhibitor mode; AlphaScreen anti-acetyl-lysine; with virally co-expressed GCN5 acetyltransferase; inhibition, % at 15.6 µM; actives 0.17% (n = 350,000); AID 651687, 2012;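 active = every replicate shows inhibition of at least 40%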;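 also: 0% = neutral control wells and 100% = positive control wells; some results beyond the cut were filed as inactive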
S100A4 inh HTS – inhibitors of S100A4-myosin IIA peptide binding, primary screen, biochemical, fluorescence polarization, TAMRA-MyoIIA peptide; Protein S100-A4 (Homo sapiens), P26447; AID 652163, 2013; inhibition, % at 10.7 µM; actives 0.14% (n = 360,000);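 active = mean inhibition of at least 70% across replicates, with every replicate also reaching that level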
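Compound dosing: one dose per compound; test system: human S100A4 monomer with TAMRA-labelled myosin IIA peptide; probe or stimulus: TAMRA-labelled myosin IIA heavy-chain peptide probe, 5 nM; medium: HEPES buffer with Ca2+, pH 7.2; schedule: 5 min incubation before reading; benchmarks: neutral control DMSO, positive control TFP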
FN deposit inh – inhibitors of fibronectin matrix deposition, primary screen, AH1F cells, Alexa488-fibronectin fluorescence, plate reader; AH1F fibroblasts, overnight; inhibition, % at 12.6 µM; actives 0.086% (n = 350,000);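 active = mean inhibition across replicates of 30% or more, regardless of how many single replicates reach that level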;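 also: positive control wells lacked labelled fibronectin entirely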
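Material: AH1F fibroblast monolayer depositing Alexa488-labelled fibronectin into matrix | Input: 10000 AH1F cells/well | Medium: DMEM plus 2% serum, read in PBS | Reagent: Alexa488-fibronectin, 24 nM final in well | Compound dosing: One dose per compound, pinned | Schedule: 1 h adhesion, overnight exposure | Measured by: Fluorescence at 485 nm excitation, 525 nm emission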
ERAP1 inh – human ERAP1 aminopeptidase inhibitors, primary screen, biochemical, single point, plate reader | AID 652197, 2013 | recombinant ERAP1, Leu-AMC fluorescence, 60 min | Endoplasmic reticulum aminopeptidase 1 (Homo sapiens), Q9NZ08 | inhibition, % at 10.7 µM | actives 0.15% (n = 340,000);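 active = mean replicate inhibition of at least 30%, or all replicates individually reaching that 30% level; inactive = mean below 30% and not every replicate reaching it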;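 also: 0% = neutral control wells and 100% = L-leucinethiol positive control wells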
Target sequence (Q9NZ08 whole entry, looked up): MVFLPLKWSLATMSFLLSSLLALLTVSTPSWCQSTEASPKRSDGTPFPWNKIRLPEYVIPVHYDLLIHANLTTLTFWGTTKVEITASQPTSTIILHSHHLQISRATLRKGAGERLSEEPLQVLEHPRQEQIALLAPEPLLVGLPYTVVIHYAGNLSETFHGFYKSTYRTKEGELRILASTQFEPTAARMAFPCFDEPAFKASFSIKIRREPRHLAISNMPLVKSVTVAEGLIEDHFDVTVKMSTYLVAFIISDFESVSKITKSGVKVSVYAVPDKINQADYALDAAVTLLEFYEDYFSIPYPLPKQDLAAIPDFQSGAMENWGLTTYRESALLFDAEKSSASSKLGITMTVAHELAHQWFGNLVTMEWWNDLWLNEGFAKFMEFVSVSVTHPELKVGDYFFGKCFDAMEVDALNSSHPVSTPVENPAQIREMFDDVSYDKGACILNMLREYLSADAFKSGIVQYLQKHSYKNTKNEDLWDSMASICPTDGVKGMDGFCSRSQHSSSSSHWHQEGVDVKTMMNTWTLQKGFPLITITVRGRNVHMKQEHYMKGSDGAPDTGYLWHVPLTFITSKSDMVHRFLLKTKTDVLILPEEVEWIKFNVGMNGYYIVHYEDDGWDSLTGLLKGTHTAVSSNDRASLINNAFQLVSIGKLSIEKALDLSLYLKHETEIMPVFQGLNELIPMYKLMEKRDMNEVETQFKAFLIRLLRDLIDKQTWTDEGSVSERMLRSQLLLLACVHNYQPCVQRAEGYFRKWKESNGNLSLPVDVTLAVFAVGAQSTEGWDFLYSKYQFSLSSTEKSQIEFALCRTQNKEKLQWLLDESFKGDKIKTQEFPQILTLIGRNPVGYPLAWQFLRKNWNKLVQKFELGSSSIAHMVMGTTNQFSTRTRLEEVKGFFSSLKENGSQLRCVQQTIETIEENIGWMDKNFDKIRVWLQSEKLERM
PglD inh – C. jejuni PglD acetyltransferase inhibitors, primary screen, biochemical, DTNB colorimetric, single point. UDP-N-acetylbacillosamine N-acetyltransferase PglD (Campylobacter jejuni). purified PglD enzyme, DTNB colorimetric CoA detection. inhibition, % at 12.5 µM. actives 0.098% (n = 360,000); in the data active = inhibition above about 16%, passing the limit was not always enough; also: strong numbers were not always called active
PAX8 inh HTS – inhibitors of PAX8-driven TPO luciferase reporter, primary screen, RMG-I cells, single concentration | SteadyGlo, 24 h | inhibition, % at 12.6 µM | actives 1.2% (n = 360,000);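 active = mean replicate inhibition at least 60% with every replicate also reaching 60%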;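 also: luciferase light reporting Pax8 driven TPO promoter activity; plate controls were median of neutral control wells for no effect and mitoxantrone controls for full effect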
Numbers without * were called inactive; nt = no result given.

Values in the order – EWS-Fli inh	LGR2 inh	PGC1a acetyl inh	S100A4 inh HTS	FN deposit inh	ERAP1 inh	PglD inh	PAX8 inh HTS
Cc1noc(C)c1S(=O)(=O)Nc1ccc2c(c1)CC(=O)N([C@H](C)CO)C[C@H](C)[C@H](CN(C)Cc1ccncc1)O2
  -8	-15	4	-2	nt	1	5	5
C/C(Cc1ccccc1)=N\NC(=O)C1CCCCC1
  nt	24	3	nt	-8	nt	-6	-6
COC(=O)[C@]12CCCCC=C1N(Cc1ccc(Cl)cc1Cl)C(=O)[C@H](CC(=O)N1CCC(c3ccccc3)CC1)C2
  5	2	nt	-2	11	-3	nt	13
CC(C)C[C@H]1CN=C(Nc2ccccc2)N1CCC(C)c1ccccc1 (some centres undefined)
  5	14	nt	-3	10	-1	3	-16
CCNC(=O)Nc1ccc2c(c1)C(=O)N(C)[C@H]1CC[C@@H](CC(=O)NCCN3CCCC3)O[C@@H]1CO2
  -5	-8	0	nt	-11	nt	0	-3
COc1cc(C(=O)Nc2cc(C(F)(F)F)ccc2-n2cncn2)cc(OC)c1OC
  3	-4	8	-2	1	-1	0	-2
COc1cc(CC(=O)N(C)CC(=O)Nc2cc(C)ccc2C)cc(OC)c1OC
  0	9	nt	-1	-6	0	4	-4
CN(CCOc1cccc(C(F)(F)F)c1)Cc1ccccc1
  -4	6	-16	6	1	2	nt	-4
CC(c1ccccc1)C1CC(=O)N(CC(=O)O)C1=O (centres undefined)
  3	3	17	-8	nt	0	-1	nt
COc1ccc(S(=O)(=O)Nc2ccc3c(c2)C(=O)N([C@H](C)CO)C[C@@H](C)[C@H](CN(C)Cc2ccccc2)O3)cc1
  4	4	-2	-8	nt	-1	14	nt
CO[C@H]1CN(C)C(=O)c2ccc(NC(=O)NC(C)C)cc2OC[C@H](C)N(Cc2ccccc2)C[C@H]1C
  3	-3	4	1	-1	-5	-3	nt
CCC(Sc1ccc2nnc(CCNS(=O)(=O)c3ccc(OC)cc3)n2n1)C(=O)OC (centres undefined)
  2	-16	-3	0	-2	4	nt	13
COc1cc(C2C(C#N)=C(N)N(N(C)C)C3=C2C(=O)CCC3)ccc1O (centres undefined)
  6	0	-4	-6	3	-1	-9	9
CC(C)C#Cc1ccc([C@H]2[C@@H](CO)N(C(=O)C3CC3)[C@H]2C#N)cc1
  -5	9	11	5	5	1	-2	4
CC(C)Cc1nnc(NC(=O)CCC(=O)Nc2ccccc2)s1
  4	7	33	6	6	-2	-3	-4

(cont.)
Values in the order – EWS-Fli inh	LGR2 inh	PGC1a acetyl inh	S100A4 inh HTS	FN deposit inh	ERAP1 inh	PglD inh	PAX8 inh HTS
CCOC(=O)CNC(=O)C(CC(N)=O)NC(=O)OC(C)(C)C (centres undefined)
  -2	9	12	-2	-3	3	6	8
c1ccc(CNc2ccc(N3CCOCC3)cc2)cc1
  -110	-10	3	0	14	-4	-7	-128
CC(C)NC(=O)N(C)C[C@H]1Oc2ccc(NC(=O)Cc3cn(C)c4ccccc34)cc2CC(=O)N([C@H](C)CO)C[C@@H]1C
  nt	-9	3	2	-2	-1	-8	3
N#Cc1cc2ccccc2nc1SCC(=O)NC1CC1
  -50	-1	nt	-6	1	3	-4	-7
COCCCn1c(-c2cccc(Cl)c2)nc2c1c(=O)[nH]c(=O)n2Cc1ccccc1
  11	13	2	0	-3	-3	1	10
Cc1noc(C)c1S(=O)(=O)Nc1ccc2c(c1)CC(=O)N([C@@H](C)CO)C[C@@H](C)[C@H](CN(C)CC1CC1)O2
  -5	-10	-7	-5	nt	0	5	nt
COC(=O)N1C[C@H](OCCCOCc2ccccc2)[C@H]2C[C@@H]1c1ccccc1O2
  -8	9	nt	-8	6	2	nt	-14
CCc1ccc(S(=O)(=O)/N=C2\C=C(Nc3ccc(C(=O)O)cc3)C(=O)c3ccccc32)cc1
  19	103*	nt	-1	12	7	1	93*
CCC(=O)Nc1c(S(=O)(=O)c2ccccc2)c2nc3ccccc3nc2n1Cc1ccccc1
  -8	17	-1	2	-2	-10	0	6
COC(=O)[C@]12CCCCC=C1N(Cc1ccc(Cl)cc1Cl)C(=O)[C@H](CC(=O)N1CCOCC1)C2
  -4	8	nt	-1	9	-3	nt	-19
CO[C@H]1CN(C)C(=O)c2ccc(NC(=O)C3CC3)cc2OC[C@@H](C)N(Cc2cncnc2)C[C@@H]1C
  2	-4	1	nt	1	nt	nt	nt
O=C(O)c1cc(N2C(=O)C3C4C=CC(C4)C3C2=O)ccc1N1CCOCC1 (centres undefined)
  7	45	nt	4	-2	7	nt	6
COc1cccc(C(=O)Nc2ccc3c(c2)OC[C@@H](C)N(CCc2ccccc2)C[C@@H](C)[C@H](OC)CN(C)C3=O)c1
  -1	-4	-7	2	6	2	3	68*
CCOc1ccc(-c2nc3n(c(=O)c2C#N)CCS3)cc1
  -16	-9	6	-7	-4	-6	nt	-16
CCn1c(SCC(=O)Nc2ccccc2Cl)nnc1C1CC1
  -15	10	5	-10	6	-2	10	8

Ordered by the number under LGR2 inh (descending): 3 of the compounds above
mol | LGR2 inh
CC(C)Cc1nnc(NC(=O)CCC(=O)Nc2ccccc2)s1 | 7
CCOc1ccc(-c2nc3n(c(=O)c2C#N)CCS3)cc1 | -9
Cc1noc(C)c1S(=O)(=O)Nc1ccc2c(c1)CC(=O)N([C@@H](C)CO)C[C@@H](C)[C@H](CN(C)CC1CC1)O2 | -10

Among those listed so far, these contain a Cl atom:
Values in the order – EWS-Fli inh	LGR2 inh	PGC1a acetyl inh	S100A4 inh HTS	FN deposit inh	ERAP1 inh	PglD inh	PAX8 inh HTS
COC(=O)[C@]12CCCCC=C1N(Cc1ccc(Cl)cc1Cl)C(=O)[C@H](CC(=O)N1CCC(c3ccccc3)CC1)C2
  5	2	nt	-2	11	-3	nt	13
COCCCn1c(-c2cccc(Cl)c2)nc2c1c(=O)[nH]c(=O)n2Cc1ccccc1
  11	13	2	0	-3	-3	1	10
COC(=O)[C@]12CCCCC=C1N(Cc1ccc(Cl)cc1Cl)C(=O)[C@H](CC(=O)N1CCOCC1)C2
  -4	8	nt	-1	9	-3	nt	-19
CCn1c(SCC(=O)Nc2ccccc2Cl)nnc1C1CC1
  -15	10	5	-10	6	-2	10	8

Carrying on:
Values in the order – EWS-Fli inh	LGR2 inh	PGC1a acetyl inh	S100A4 inh HTS	FN deposit inh	ERAP1 inh	PglD inh	PAX8 inh HTS
Cc1nn(CC(=O)Nc2ccc(C(=O)N3CCCC3)cc2)c(=O)c2ccccc12
  nt	nt	-6	nt	-9	nt	-241	16
Cc1ccc(C(=O)N2CCN(S(=O)(=O)c3sc(C(=O)O)c(C)c3C(=O)O)CC2)s1
  -1	-1	nt	-3	3	-1	7	15
O=C(NC1CCCCC1)C(c1ccc(-c2ccccc2)cc1)n1c(=O)c(-c2ccco2)nc2ccccc21 (centres undefined)
  -18	23	nt	1	3	nt	nt	-4
CSc1cccc(CN2CCC(CO)(Cc3cccc(C(F)(F)F)c3)CC2)c1
  19	nt	-19	1	10	-3	nt	27
COc1ccc(C(=O)Nc2c3c(nn2-c2ccc([N+](=O)[O-])cc2)CS(=O)(=O)C3)cc1
  nt	2	3	-2	-1	1	5	-13
COC(=O)C[C@H]1CC[C@H]2[C@@H](COC[C@@H](O)CN2C(=O)Nc2ccccc2OC)O1
  -4	24	0	7	10	2	-1	0
Cc1ccccc1S(=O)(=O)NCC[C@@H]1CC[C@@H](NC(=O)Nc2cccc(F)c2)[C@H](CO)O1
  4	-5	-14	4	-8	-3	-1	11
C[C@H](NC(=O)C[C@H]1C[C@@H]2c3cc(NC(=O)Nc4ccc(C(F)(F)F)cc4)ccc3O[C@@H]2[C@H](CO)O1)c1ccccc1
  7	3	1	-4	nt	1	4	27
O=C(CNC(=O)c1cccc(F)c1)OCC(=O)N1CCCc2ccccc21
  nt	-4	-4	nt	6	nt	5	17
COc1ccc(-c2cc(C(=O)Nc3cccnc3Cl)no2)cc1
  -9	-9	nt	1	14	-3	-3	-24
Cc1ccc(NC(=O)c2ccccc2SCC(=O)N2CCCC2)cc1S(=O)(=O)N(C)C
  3	4	nt	5	nt	2	-4	-4
CC(C(=O)NC1CCCCC1)N1CCN(C)CC1 (centres undefined)
  3	-3	-4	3	-5	-4	-2	17
CCC(=O)c1ccc(OCC(=O)OCC(=O)NC2CCCCCC2)cc1
  0	-1	1	12	4	-4	nt	10
C=CCC(NCc1ccccc1)c1ccc(C)o1 (centres undefined)
  nt	nt	8	nt	0	nt	6	-14
CCOC(=O)c1sc2nc(CC(=O)OC)nc(N(C)CCc3ccccn3)c2c1C
  6	-19	-8	-1	-11	1	nt	14

(listing goes on)
Values in the order – EWS-Fli inh	LGR2 inh	PGC1a acetyl inh	S100A4 inh HTS	FN deposit inh	ERAP1 inh	PglD inh	PAX8 inh HTS
O=C(N/C(=C\c1ccccc1)C(=O)N1CCOCC1)c1ccco1
  -4	0	13	-3	-7	-4	-1	-4
S=C(NC1CCCCC1)NN1CCCCCC1
  6	-5	12	-13	-10	1	nt	-3
C[C@H]1CN([C@@H](C)CO)C(=O)c2cc(NC(=O)CCCCCC(=O)Nc3ccccc3N)ccc2O[C@H]1CN(C)Cc1ccc(Cl)c(Cl)c1
  18	6	-4	17	nt	-1	-2	nt
C[C@@H]1CN([C@H](C)CO)C(=O)c2cccc(NS(=O)(=O)c3ccccc3)c2O[C@H]1CN(C)S(=O)(=O)c1ccc(Cl)cc1
  -10	5	8	4	nt	-10	6	-37
C[C@H]([C@@H](O)[C@@H](O)[C@@H](C)C(C)(C)C)[C@H]1CC[C@H]2C3CC[C@H]4C[C@H](OS(=O)(=O)O)[C@@H](OS(=O)(=O)O)C[C@]4(C)[C@H]3CC[C@]12C (some centres undefined)
  6	-22	14	-6	nt	52*	1	nt

Bioassay records: PubChem, Broad Institute
